SKN-1 inh: suppressors of acrylamide-induced Pgst-4::GFP reporter in worms, primary screen, SKN-1 inhibitor project, whole organism, uHTS, GFP/RFP fluorescence ratio, strain VP596; C. elegans VP596 Pgst-4::GFP/RFP ratio, 24 h; inhibition, % at 21.8 µM; 360,000 tested, 0.49% active;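 active means interference check ratio from 0.5 to 1.5 plus GFP to RFP signal ratio inhibition reaching or exceeding a fixed threshold, cut at about 30% in these data, passing the limit was not always enough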; further: some compounds called inactive have numbers as strong as hits
Tb MetRS inh: T. brucei MetRS inhibitors, primary screen, biochemical, luminescence; AID 624268, 2012; 360,000 tested, 0.4% active; purified T. brucei MetRS, ATP depletion, Kinase-Glo luminescence; methionyl-tRNA synthetase (Trypanosoma brucei brucei); inhibition, % at 11.9 µM;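 active means inhibition above a per-plate cutoff of the control wells' mean inhibition plus 3 SD, cut at about 5.5% in these data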;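 further: 0% = DMSO wells median and 100% = median of wells with control inhibitor compound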
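Material – parasite MetRS enzyme · Medium – HEPES-MgCl2-KCl buffer plus DTT, spermine, BSA, pyrophosphatase · Reagent – ATP, methionine and E. coli bulk tRNA substrates · Times – 15 min enzyme-compound preincubation, 2 h reaction, 10 min detection, 25 °C · Measured by – luminescence of leftover ATP · Evaluation – percent inhibition relative to median high and low control wells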
Neddylation inh: inhibitors of cullin neddylation, primary screen, biochemical, TR-FRET, uHTS, NAE and Ubc12; NEDD8-conjugating enzyme Ubc12 (Homo sapiens) + NEDD8-activating enzyme E1 regulatory …; 360,000 tested, 0.58% active; calls only at 25 µM; in the data active means inhibition above about 36%
DNMT1 inh: human DNMT1 methyltransferase inhibitors, primary screen, biochemical, molecular beacon, fluorescence, HinP1I cleavage, uHTS. DNA (cytosine-5)-methyltransferase 1 (Homo sapiens), P26358. inhibition (reported as % activation of signal), % at 10 µM. 360,000 tested, 0.83% active; in the data active means inhibition above about 50%
Target sequence (P26358 504-1616 limits assumed): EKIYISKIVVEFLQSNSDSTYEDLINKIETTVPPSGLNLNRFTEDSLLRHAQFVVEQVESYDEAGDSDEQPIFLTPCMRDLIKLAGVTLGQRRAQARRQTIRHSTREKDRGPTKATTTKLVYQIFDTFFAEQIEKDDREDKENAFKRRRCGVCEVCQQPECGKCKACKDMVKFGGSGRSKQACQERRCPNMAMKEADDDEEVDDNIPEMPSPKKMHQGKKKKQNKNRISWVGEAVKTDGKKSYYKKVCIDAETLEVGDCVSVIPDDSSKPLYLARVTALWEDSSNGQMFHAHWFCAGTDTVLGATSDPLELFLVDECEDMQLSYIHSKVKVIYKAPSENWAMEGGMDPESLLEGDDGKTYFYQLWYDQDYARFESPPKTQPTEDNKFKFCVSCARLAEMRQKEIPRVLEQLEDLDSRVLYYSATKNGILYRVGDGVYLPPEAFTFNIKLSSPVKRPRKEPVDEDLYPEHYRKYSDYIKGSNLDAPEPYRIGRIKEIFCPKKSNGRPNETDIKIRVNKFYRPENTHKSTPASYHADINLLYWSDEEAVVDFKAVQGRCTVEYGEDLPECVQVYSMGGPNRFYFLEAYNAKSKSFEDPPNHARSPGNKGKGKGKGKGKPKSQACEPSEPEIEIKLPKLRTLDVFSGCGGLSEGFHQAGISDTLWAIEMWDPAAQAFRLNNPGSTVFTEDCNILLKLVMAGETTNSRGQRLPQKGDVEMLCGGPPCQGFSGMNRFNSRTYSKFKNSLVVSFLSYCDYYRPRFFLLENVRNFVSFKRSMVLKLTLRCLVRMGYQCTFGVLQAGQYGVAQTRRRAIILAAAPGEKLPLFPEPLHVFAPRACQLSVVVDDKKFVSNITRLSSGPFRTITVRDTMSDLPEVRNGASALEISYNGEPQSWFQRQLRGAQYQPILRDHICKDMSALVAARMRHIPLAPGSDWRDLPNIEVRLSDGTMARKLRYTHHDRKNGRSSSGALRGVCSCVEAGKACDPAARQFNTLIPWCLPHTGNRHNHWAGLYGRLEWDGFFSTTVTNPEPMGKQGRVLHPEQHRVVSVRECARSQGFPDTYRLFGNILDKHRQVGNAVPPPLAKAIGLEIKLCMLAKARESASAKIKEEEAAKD
NadD block: inhibitors of S. aureus NadD, primary screen, biochemical, colorimetric, uHTS. purified NadD enzyme, colorimetric absorbance read-out. inhibition, % at 20 µM. 360,000 tested, 0.78% active. AID 602399, 2012; in the data active means inhibition above about 26%; further: some compounds past the cut are filed as inactive
LMPTP block: LMPTP phosphatase inhibitors, primary screen, biochemical, fluorescence intensity, uHTS; Low molecular weight phosphotyrosine protein phosphatase (Homo sapiens), P24666; recombinant LMPTP-A, OMFP fluorogenic substrate; inhibition, % at 20 µM; 360,000 tested, 0.22% active;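 active means compounds that cut the enzyme signal by at least half of the control window in the single-dose screen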;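 further: plate controls were DMSO wells with enzyme plus substrate for no effect and substrate without enzyme for full effect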
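Test system: LMPTP-A phosphatase enzyme; input: 0.625 nM LMPTP-A final; reagent: OMFP substrate, 400 µM final; compound dosing: 20 µM single dose, 3% DMSO; incubation: 50 min dark incubation at room temperature; measured by: endpoint fluorescence intensity from OMFP dephosphorylation; measure: % inhibition relative to no-enzyme and uninhibited control wells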
CendR NRP1 mod: modulators of CendR peptide binding to NRP-1, primary screen, biochemical, fluorescence polarization, uHTS; FAM-RPARPAR peptide binding to NRP-1; Neuropilin-1 (Homo sapiens), O14786; inhibition, % at 25 µM; 360,000 tested, 0.85% active;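 active means inhibition or corrected inhibition above about 18%, plus a signal ratio from 0.5 to 1.5, limit read from the data, passing the limit was not always enough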; further: strong numbers were not always called active
Scp1 inh: Scp-1 phosphatase inhibitors, primary screen, biochemical, colorimetric, uHTS. Recombinant Scp1, phosphopeptide, malachite green phosphate absorbance. Carboxy-terminal domain RNA polymerase II polypeptide A small phosphatase 1 (Homo …. 340,000 tested, 0.88% active. inhibition, % at 20 µM;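 active means inhibition above about 50% at 20 µM, limit read from the data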;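 further: plate controls were DMSO wells with enzyme for no effect and wells lacking enzyme for full effect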
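Test system – truncated SCP-1 phosphatase (76-261aa) · Reagent – Phosphorylated 17-residue peptide substrate · Incubation – 45 min room-temperature reaction, 5 min colour, 30 min stabiliser · Detection – colorimetric phosphate reagent with accelerator and stabiliser, absorbance at 630 nm · Measure – % inhibition at 20 µM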
SUMO1-SIM PPI: modulators of SUMO1 protein-protein interactions, primary screen, biochemical, uHTS | inhibition, % at 20 µM | SUMO1 binding to a labelled peptide, TR-FRET, 1 h | 360,000 tested, 0.33% active | Small ubiquitin-related modifier 1 (Homo sapiens), P63165; in the data active means inhibition above about 37%
STEP block: STEP phosphatase inhibitors, primary screen, biochemical, fluorescence intensity, uHTS; Tyrosine-protein phosphatase non-receptor type 5 (Homo sapiens), P54829; recombinant STEP, OMFP fluorogenic substrate; inhibition, % at 20 µM; 360,000 tested, 0.25% active; AID 588621, 2011;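 active means inhibition at 20 µM, scaled per plate between control wells, above about 37%, limit read from the data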;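 further: 0% = DMSO with enzyme and substrate and 100% = substrate only without enzyme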
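material = STEP tyrosine phosphatase | reagent = fluorogenic phosphatase substrate OMFP at 25 µM final | doses = single compound dose of 20 µM, 1% DMSO final | schedule = 20 min reaction, room temperature, in the dark | measured by = fluorescence, 480/540 nm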
Starred values were filed as active, the others as inactive; i = inactive; nt = not tested or not shown; + = active, no number.

The line under a structure holds: SKN-1 inh | Tb MetRS inh | Neddylation inh | DNMT1 inh | NadD block | LMPTP block | CendR NRP1 mod | Scp1 inh | SUMO1-SIM PPI | STEP block
- N#Cc1ccccc1NC(=O)COC(=O)CSc1nc2ccccc2o1
 : 9 | -1.7 | i | 1 | -4 | -0.5 | -8 | -5 | 1 | -2
- Cn1c(SCc2ccc(Br)cc2)nc2c(c1=O)SCC2
 : 8 | 0.4 | i | 7 | -6 | 2.0 | -18 | -5 | 3 | 8
- O=C(CNC(=O)c1ccccc1F)Nc1ccc2c(c1)CCC2
 : 5 | -0.3 | i | 2 | -1 | -0.4 | -1 | -8 | -2 | -2
- COc1cccc(N(C(=O)c2snc(C(N)=O)c2N)C(C(=O)NCC2CCCO2)c2ccc3ncccc3c2)c1 (stereo unspecified)
 : 9 | -0.3 | + | 0 | 6 | -0.6 | 8 | -1 | -10 | 0
- Cc1ccc(S(=O)(=O)/N=C2/C=C(C3C(=O)CC(C)(C)CC3=O)C(=O)c3ccccc32)cc1
 : -5 | -1.1 | i | -21 | 5 | 0.8 | -4 | 0 | 3 | -2
- C=CCn1c(=O)[nH]c2nc3cc(N=CN(C)C)c(C)cc3nc2c1=O
 : 44 | -0.1 | i | 12 | 0 | -0.2 | 140 | -12 | -35 | -10
- Cc1cc(OCC(=O)N(C)c2ccccc2)cc2c1C(=O)CC(C)(C)O2
 : 5 | 0.1 | i | 1 | 1 | 0.4 | 1 | -7 | 5 | 0
- CC(=O)c1cccc(NC(=O)/C=C/c2ccc([N+](=O)[O-])s2)c1
 : -3 | -0.1 | i | -6 | -4 | 0.1 | -43 | -12 | -9 | -1
- Cc1ccccc1CSCCNC(=O)c1ccc(N(C)S(=O)(=O)c2ccccc2)cc1
 : -5 | -0.7 | i | -11 | -6 | 5.7 | 1 | -10 | 1 | 0
- CCn1c(CNC(=O)c2ccccc2F)nnc1SCCOc1ccccc1
 : -7 | -0.3 | i | 1 | -7 | 2.8 | 4 | -4 | 1 | 2
- Cc1ccc(S(=O)(=O)CCC(=O)OCC(=O)c2c(N)n(CC(C)C)c(=O)n(C)c2=O)cc1
 : 3 | -0.1 | i | 1 | -8 | 0.2 | 18 | -2 | 1 | -2
- CC(=O)c1sc(NC(=O)CN2C(=O)C3CC=CCC3C2=O)nc1-c1ccccc1 (stereo unspecified)
 : -9 | -0.3 | i | 0 | 1 | -0.5 | -1 | -3 | -16 | -2
- O=C(Cc1ccccc1F)NCC1(N2CCOCC2)CCCCC1
 : 3 | -1.1 | i | 1 | -4 | 0.3 | 9 | -9 | -1 | -1
- Cc1cccc(N2CCN(C(=O)C3CCN(S(=O)(=O)N4CCOCC4)CC3)CC2)c1C
 : 2 | 0.0 | i | -4 | -4 | -1.6 | 1 | -8 | -1 | 0
- Cc1cc2ncn(C(=O)N3CCC(C)CC3)c2cc1C
 : 3 | -1.1 | i | 0 | -6 | -0.3 | -4 | 0 | 3 | -4
- N#Cc1cc(Sc2ccccn2)c(Sc2ccccn2)cc1C#N
 : -4 | -1.2 | i | -1 | 0 | 0.7 | 8 | 2 | -8 | 0
- Cn1cc(C(=O)N/N=C/C(Br)=C/c2ccccc2)ccc1=O
 : 3 | -0.7 | i | 2 | 10 | 0.1 | -12 | -8 | -13 | -3
- COc1cc(C2Nc3ccc4ccccc4c3C3=C2C(=O)CC(C)(C)C3)ccc1OC(C)C(=O)O (stereo unspecified)
 : 16 | -0.6 | nt | -5 | 7 | -0.5 | -8 | -8 | -13 | 2
- Cc1ccccc1NC1=NC(=S)N(c2ccccc2)C12CCOC(C)(C)C2 (stereo unspecified)
 : 7 | -0.2 | i | -2 | 0 | -0.6 | 15 | 0 | -1 | 0
- Cc1cccc(NC(=S)N(Cc2cccs2)Cc2cc3cc(C)cc(C)c3[nH]c2=O)c1
 : -6 | -0.5 | i | -1 | 18 | -0.6 | -6 | -3 | -1 | 1
- CC1=CC(C)(C)N2C(=O)C3(NCCc4c3[nH]c3ccccc43)c3cc(C)cc1c32 (stereo unspecified)
 : -5 | -0.4 | i | -1 | 1 | 1.6 | 14 | 1 | -1 | 3
- CCOC(=O)CSC1=N/C(=C\c2cccnc2)C(=O)N1c1ccc(OC)cc1
 : 1 | 0.2 | i | -4 | -4 | -1.0 | 7 | -12 | -7 | 1
- COc1ccc(/C=N/Nc2cc(C)nc(NS(=O)(=O)c3ccc(C)cc3)n2)cc1
 : 8 | 0.2 | i | -4 | 8 | 1.5 | -6 | -7 | 6 | 1
- O=C(NCC1CCCO1)c1ccc(COc2ccccc2Br)cc1 (stereo unspecified)
 : 6 | 0.6 | i | -3 | -7 | 1.0 | 0 | -10 | 0 | 0
- CC(Sc1cnccn1)C(=O)O (stereo unspecified)
 : 1 | -0.6 | i | 4 | 1 | -0.1 | 16 | -7 | -2 | 3
- CC(C)(C)NC(=O)NC(=O)CSc1nnc2ccccn12
 : -2 | -0.5 | i | 0 | 1 | -2.6 | 16 | -10 | -4 | -3
- CC(=O)Nc1ccc(NC(=O)c2ccc3sc([C@H]4C[C@H](O)[C@@H](CO)O4)nc3c2)cc1
 : 15 | -0.2 | i | -1 | -5 | -1.1 | -10 | nt | 4 | -2
- Cc1cc(C)cc(NS(=O)(=O)c2ccc(-c3cnc(C4CC4)o3)cc2)c1
 : -1 | -0.2 | i | -1 | -4 | 5.0 | 13 | -4 | -5 | 6
- CNS(=O)(=O)c1cccc(C(=O)OCC(=O)c2c(N)n(C)c(=O)n(C)c2=O)c1
 : 5 | -0.8 | i | -4 | 1 | -1.0 | 4 | -4 | 0 | 2
- NC(=O)NC(=O)CC1S/C(=N/N=C2/NC(=O)CS2)NC1=O (stereo unspecified)
 : -16 | -1.0 | i | 5 | 4 | -2.2 | -2 | -1 | 2 | -2

The line under a structure holds: SKN-1 inh | Tb MetRS inh | Neddylation inh | DNMT1 inh | NadD block | LMPTP block | CendR NRP1 mod | Scp1 inh | SUMO1-SIM PPI | STEP block
- COc1ccc(S(=O)(=O)Cc2ccc(C(=O)NCCc3ccc(S(N)(=O)=O)cc3)o2)cc1
 : 4 | -2.2 | i | 0 | 1 | 0.1 | -13 | -8 | -1 | 0
- Cc1cc(OCC(=O)N2CCOCC2)ccc1NC(=O)c1ccccc1C
 : 15 | -0.2 | i | 19 | 1 | -1.4 | 8 | -4 | -3 | -1
- COc1ccccc1Nc1nnc(SCC2CCCCO2)s1 (stereo unspecified)
 : -13 | -0.3 | i | -3 | -3 | 0.4 | 6 | -9 | 2 | 2
- N#CC(C#N)=C(Nc1ccc(F)cc1)SCc1cccc(Br)c1
 : -2 | 0.3 | i | -3 | -6 | 1.2 | -7 | -10 | 4 | -2
- CCN(C(=O)c1ccccc1)c1ccc([N+](=O)[O-])cc1
 : 18 | -0.5 | i | 6 | -5 | -0.9 | -8 | 0 | -9 | 0
- CCC(=O)Nc1sc2c(c1C#N)CCC2
 : 13 | -0.4 | i | 1 | -6 | -1.7 | 0 | 1 | 7 | -2
- CNC(=O)c1c(NC(=O)c2ccc(N3C(=O)CCC3=O)cc2)sc2c1CCC(C)C2 (stereo unspecified)
 : 41* | 0.1 | i | 1 | -16 | 0.8 | -3 | -15 | -17 | 3
- O=C(CN1CCN(c2ccc(O)cc2)CC1)Nc1cc([N+](=O)[O-])ccc1Cl
 : 5 | 0.1 | i | 1 | 10 | 40 | -10 | -3 | -17 | 2
- COc1ccc(OCc2cc(C(=O)NCCc3ccccc3)no2)c(Cl)c1
 : -6 | 0.9 | i | -4 | -6 | 1.8 | 16 | -10 | -1 | -1
- c1coc(-c2nnc(NC3=NCCC3)o2)c1
 : -36 | -1.2 | i | 4 | 1 | -0.5 | -2 | 11 | 1 | -1
- COc1ccccc1N(C(=O)c1cncc(Br)c1)c1nc(-c2ccc(C)cc2)cs1
 : -6 | 0.2 | i | -1 | 8 | 2.7 | -16 | -8 | 2 | -5
- COc1cc(/C=N/NC(=O)c2cncc(Br)c2)cc([N+](=O)[O-])c1O
 : 12 | -0.4 | i | 1 | 2 | 3.1 | -101 | -11 | -30 | 18
- CN=C(Nc1cc(C)nn1CCC#N)c1ccccc1F
 : 0 | -0.5 | i | -2 | 1 | -0.5 | -4 | 7 | 7 | -2
- COc1ccc(/C(O)=C2/C(=O)C(=O)N(CCCN(C)C)C2c2cccc(Cl)c2)cc1OC (stereo unspecified)
 : 9 | 0.7 | i | 2 | -6 | -6.6 | -12 | 0 | -5 | 2
- O=C(CN1CCCN(S(=O)(=O)c2ccc(Br)s2)CC1)Nc1ccc(Cl)cc1
 : -7 | -1.4 | i | 5 | -1 | 1.1 | -3 | 3 | 1 | -2
- Cc1nc2scc(-c3cccs3)c2c(=O)n1-n1cccc1
 : -15 | 0.3 | i | -3 | -5 | 1.1 | -2 | -15 | -7 | 5
- COc1cc(OC)c2c(c1)C(=O)c1cc(OC)cc(OC)c1C2=O
 : 8 | 0.2 | i | 4 | 2 | -0.4 | -5 | 1 | -14 | 3
- CCOC(=O)N1CCN(C(=O)CCS(=O)(=O)c2ccc3c(c2)CCN3C(=O)CC)CC1
 : 12 | 1.1 | i | 0 | 3 | -0.1 | 13 | 1 | -3 | -3
- O=S(=O)(c1ccc2nc(-c3ccccc3)[nH]c2c1)N1CCN(c2cccc(Cl)c2)CC1
 : 9 | 0.9 | i | 5 | 14 | 0.2 | 0 | -5 | 1 | -1

An excerpt from above with just CendR NRP1 mod, SUMO1-SIM PPI and Neddylation inh:
structure	CendR NRP1 mod	SUMO1-SIM PPI	Neddylation inh
COc1ccc(OCc2cc(C(=O)NCCc3ccccc3)no2)c(Cl)c1	16	-1	i
CCN(C(=O)c1ccccc1)c1ccc([N+](=O)[O-])cc1	-8	-9	i

Assay outcomes as filed in PubChem.
